ATXN2 expr inh – ATXN2 expression inhibition. HEK-293 ATXN2-luciferase reporter, luminescence, 24 h. actives 0.72% (n = 360,000). Potency, µM (series often up to 57 µM), for inactives: at the highest dose activity change, negative = inhibition, usual class: inhibitors; further: on the % scale 0 is the no-effect control and ±100 the full control effect; nearly all actives have a fitted effect of over 55% in size
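ATXN2-luciferase reporter cells (luciferase flanked by upstream and downstream ATXN2 gene portions) were treated 24 h at 37 °C with compounds at up to 57 uM. SteadyGlo luminescence gave expression; GF-AFC fluorescence gave viability.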
TGFb SMAD3 inh – TGF-b pathway inhibition | HepG2 CAGA-GFP TGF-b/SMAD3 reporter, GFP fluorescence, 18 h; TGF-beta stimulated, 500 pg/mL final | Potency, µM (highest dose often 46.1 µM), for the others: at the top dose activity, negative = inhibition, most hits filed as inhibitors | actives 1.2% (n = 410,000); further: on the % scale 0 is the no-effect control and ±100 the full control effect; nearly all actives have a fitted effect of over 65% in size
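Inhibition of TGF-beta-driven CAGA-GFP reporter expression in HEPG2 cells is measured by cellular GFP fluorescence after 18 h stimulation with 500 pg/mL recombinant TGF-beta in 1% FBS medium at 37 degrees C.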
Nrf2 inh – Nrf2 pathway inhibition. A549 ARE-Fluc reporter, luciferase luminescence, 18-24 h. AID 504444. actives 2.1% (n = 360,000). Potency, µM (doses to about 46 µM), for inactives: at the top dose activity change, negative = inhibition, most hits filed as inhibitors; further: on the % scale 0 is the no-effect control and ±100 the full control effect; nearly all actives have a fitted effect of over 60% in size
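Reporter: ARE-Fluc in A549. Exposure: 18-24 h, 37 °C, 5% CO2, 5% FBS OPTI-MEM. Readouts: fluorescent cytotoxicity (CellTiter-Fluor), then luminescent Nrf2 signal after BugLite.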
A549 tox – A549 cytotoxicity, counter-screen for Nrf2 inhibitors. A549 ARE-Fluc cells, CellTiter-Fluor viability, 18-24 h. Potency, µM (top dose mostly 46 µM), without a hit: top-dose activity change, negative = cytotoxicity, actives largely listed as inhibitors. actives 0.16% (n = 390,000). AID 504648; further: on the % scale 0 is the no-effect control and ±100 the full control effect
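A549 ARE-Fluc cells in 5% FBS OPTI-MEM, 5000 cells/well, rested 2 h then exposed to compounds in concentration-response for 18-24 h at 37 °C. Viability by CellTiter-Fluor fluorescence (Ex 405/Em 525) after 30 min; luciferase luminescence (BugLite, 15 min, RT) read afterwards.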
EPAC2 antagonist – antagonists of human EPAC2; Potency, µM (series often up to 114 µM), inactives show at the highest dose activity, negative = inhibition, hits mostly inhibitors; EPAC2 GEF exchange of Rap1B-BODIPY-GDP, fluorescence; actives 0.18% (n = 360,000); further: on the % scale 0 is the no-effect control and ±100 the full control effect; nearly all actives have a fitted effect of over 45% in size; many of its hits are not listed in these tables
Target sequence (Q8WZA2 whole entry, looked up): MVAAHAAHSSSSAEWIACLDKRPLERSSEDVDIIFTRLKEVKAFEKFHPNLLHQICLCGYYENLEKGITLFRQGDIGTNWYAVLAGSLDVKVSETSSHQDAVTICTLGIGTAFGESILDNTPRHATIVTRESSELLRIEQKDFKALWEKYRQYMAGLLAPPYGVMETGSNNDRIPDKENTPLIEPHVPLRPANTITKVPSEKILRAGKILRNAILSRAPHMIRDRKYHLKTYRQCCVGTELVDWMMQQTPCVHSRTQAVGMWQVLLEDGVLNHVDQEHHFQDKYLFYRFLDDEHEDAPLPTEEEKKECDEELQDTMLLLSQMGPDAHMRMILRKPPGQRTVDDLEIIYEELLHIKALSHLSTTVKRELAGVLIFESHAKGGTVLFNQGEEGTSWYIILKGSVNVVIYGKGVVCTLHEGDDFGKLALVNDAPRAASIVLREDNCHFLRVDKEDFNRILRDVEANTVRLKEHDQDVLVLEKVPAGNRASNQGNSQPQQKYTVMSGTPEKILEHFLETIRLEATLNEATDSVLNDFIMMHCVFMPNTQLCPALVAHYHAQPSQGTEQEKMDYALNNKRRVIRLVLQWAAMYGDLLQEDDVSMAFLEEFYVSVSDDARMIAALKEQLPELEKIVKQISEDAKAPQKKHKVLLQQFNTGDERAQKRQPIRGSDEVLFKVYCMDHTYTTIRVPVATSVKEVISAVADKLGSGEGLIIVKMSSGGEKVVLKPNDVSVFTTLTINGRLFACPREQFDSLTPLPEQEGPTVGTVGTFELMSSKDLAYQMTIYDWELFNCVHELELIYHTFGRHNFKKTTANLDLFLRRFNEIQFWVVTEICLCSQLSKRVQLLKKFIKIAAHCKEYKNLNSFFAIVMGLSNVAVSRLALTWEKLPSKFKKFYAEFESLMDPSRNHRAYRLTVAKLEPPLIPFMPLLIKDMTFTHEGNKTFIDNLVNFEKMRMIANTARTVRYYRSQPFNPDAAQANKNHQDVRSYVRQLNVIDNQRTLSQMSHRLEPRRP
ATXN viability – viability counter-screen for ATXN expression inhibitors; AID 651635; actives 0.49% (n = 400,000); Potency, µM (highest dose often 56.7 µM), usual class: cytotoxic; S2 cells (HEK-293 line with an ATXN2-luciferase reporter) viability, CellTiter-Fluor protease fluorescence, 24 h; further: nearly all actives have a fitted effect of over 40% in size
Nrf2 ARE act – activates Nrf2 signaling | AREc32 ARE-luciferase reporter (MCF7-derived line), luminescence, 24 h | Potency, µM (top dose mostly 46.1 µM), without a hit: at the top dose activation, most hits filed as activators | actives 0.31% (n = 410,000); further: % of control where 0% means no effect; nearly all actives have a fitted effect of over 65% in size
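Quantitative high-throughput format: AREc32 reporter cells, 1000 per well, received compound by pin transfer and were incubated 24 hr at 37 deg C, 5% CO2, before Steady-Glo luminescence detection.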
MCF10A rereplic – induces DNA re-replication in MCF 10a normal breast cells. MCF 10A DNA re-replication, Hoechst nuclear intensity, 48 h. Potency, µM (top dose mostly 46.1 µM), inactives show at the top dose activity, positive = re-replication, actives largely listed as activators. AID 624296. actives 2.9% (n = 350,000); further: % of control where 0% means no effect; nearly all actives have a fitted effect of over 50% in size
HepG2 tox – counter-screen for TGF-b inhibitors: cytotoxicity in HepG2 cells; actives 0.76% (n = 410,000); AID 588856; HepG2 CAGA-GFP viability, ATP luminescence, 18 h; Potency, µM (titrated, usually from 46.1 µM), without a hit: top-dose activity change, negative = cytotoxicity, actives largely listed as cytotoxic; further: some results filed as inactive show a strong effect at the top dose
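CellTiter-Glo luminescence gave cytotoxicity after 18 hours at 37 degrees C. The cells were HepG2 CAGA-GFP in 1% FBS DMEM, stimulated with 500 pg/mL TGF-beta after compound addition. %Activity was normalised to no-cell wells (complete cell-killing) and DMSO (no toxicity), and curves were fitted and classified.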
Starred values were filed as active, the others as inactive; i = inactive; ? = inconclusive; nt = no result given; & = joins results of further samples; [ ] = remark or other dose. The call rests on the fitted dose curve; in most records, active means well fitted curve in the direction sought with a large enough effect; inconclusive means small, poorly fitted or top-dose-only effect, or another doubt; inactive means no such curve, though single readings can be large; an effect the other way counts as inactive or inconclusive. Potency means the concentration at half of the fitted maximal effect.

SMILES	ATXN2 expr inh	TGFb SMAD3 inh	Nrf2 inh	A549 tox	EPAC2 antagonist	ATXN viability	Nrf2 ARE act	MCF10A rereplic	HepG2 tox
Cc1ccc(NC(=O)C(=O)NCC2CCCN2S(=O)(=O)c2cccs2)c(C)c1 (configuration not stated)	-18%	-16%	?	17%	-11%	i	-0.8%	20%	-16%
CCCc1[nH]nc2c1C(c1cccc(OC(=O)c3ccco3)c1)C(C#N)=C(N)O2 (configuration not stated)	-2%	-4%	13%	3%	-2%	?	0.1%	?	-10%
C/C(=N\NC(=O)c1c(C)nc2ccccn12)c1ccc(O)cc1O	?	3%	-16%	-4%	5%	i	-0.1%	?	-14%
Cc1cc(C)cc(-n2nnc(-c3nsc(NC(=O)c4ccccc4Cl)n3)c2C)c1	-11%	-10%	-17%	-2%	nt	i	-0.3%	nt	-34%
COc1ccc(CNc2nc(-c3ccccc3)nn2C(=O)c2ccc([N+](=O)[O-])cc2)cc1	51%[activator]	-1%	1%	2%	1%	i	3.8%	0%	-4%
CNC(=O)[C@H]1O[C@@H](n2cnc3c(NCc4cccc(I)c4)ncnc32)[C@H](O)[C@@H]1O	17%	35%[activator]	?	-3%	-13%	i	0.9%	7%	4%
CN1CCN(C(CNC(=O)c2ccc(F)cc2)c2ccc3c(c2)OCO3)CC1 (configuration not stated)	3%	0%	nt	5%	nt	i	1.1%	nt	-12%
CN(C)c1ccc(C(CNS(=O)(=O)c2ccc([N+](=O)[O-])cc2)N2CCOCC2)cc1 (configuration not stated)	-3%	-8%	1%	-8%	2%	i	0.0%	1%	0%
Cc1nn(C)cc1S(=O)(=O)N1CCN(c2cccc(Cl)c2)CC1	6%	0%	3%	8%	4%	i	-0.6%	-10%	0%
CCCN(CCC)C(=O)CSc1nc2sc3c(c2c(=O)n1-c1ccccc1)CCN(C(C)=O)C3	-19%	-5%	-13%[9.27 µM]	14%	nt	i	16%	nt	-19%
CN1CCN(c2oc(-c3cccs3)nc2S(=O)(=O)c2ccccc2)CC1	1%	-20%	-1%	-12%	2%	i	-0.9%	-7%	-14%
CC(=O)Nc1ccc(C2=NN(C)C(=NCc3ccccc3)SC2)cc1	-23%	-25%	-14%	-1%	-22%	i	2.6%	-3%	0%
COc1cccc(C(=O)N2CCN(C3CCC(c4ccccc4)CC3)CC2)c1 (configuration not stated)	?	-28%	nt	-1%	-6%	?	1.7%	15%	3%
O=C(CN1C(=O)S/C(=C/c2ccc(N3CCOCC3)cc2)C1=O)N1CCOCC1	28%	-4%	4%	-15%	20%	?	1.7%	4%	-4%
CC1=CCC2C(=O)N(c3nc(C)cc(C)n3)C(=O)C2C1 (configuration not stated)	-6%	9%	-3%	-5%	0%	i	0.2%	1%	0%
COc1ccc(-c2cccc(NC(=O)c3cccs3)c2)nn1	-15%	-8%	-9%	-5%	7%	?	4.0%	13%	-7%
C/C(=N\N=c1/sc2ccccc2n1C)c1ccccn1	nt	?	?	0%	3%[57.1 µM]	?	7.2%	?	-57%
CCOC(=O)C1CCN(CCC(=O)Nc2ccc(Br)cc2)CC1	-10%	-1%	-2%	-6%	-2%	i	0.6%	?	-14%
COc1ccc(C2/C=C\CN(Cc3ccncc3)CC(=O)N2Cc2ccc(F)cc2)cc1 (configuration not stated)	-5%	-1%&0%	-6%&14%	-3%&3%	-12%	i	3.3%	0%	-2%&-21%
CCOc1ccc(N2C(=O)c3cccnc3C2=O)cc1	19%	-1%	nt	-2%	4%	i	-0.2%	-30%[inhibitor]	-10%
Cc1nn(-c2ccc(F)cc2)c(C)c1CN1CCN(Cc2ccccc2)C(CCO)C1 (configuration not stated)	-20%	-1%	15%	3%	1%	i	-0.2%	15%	-19%
O=C(Nn1c(O)c(C=C2N=c3ccccc3=N2)sc1=S)c1ccccc1Cl	4%	15%	nt	-2%	-2%	i	4.1%	-1%	-23%
O=C(NCc1cccc(C(F)(F)F)c1)c1cc(Cl)ccc1Cl	nt	?	-29%	19%	-8%[57.1 µM]	i	-0.3%	1%	-27%
COc1ccc(N/C=C/C(=C(C#N)C#N)N(C)C)cc1	19%	-3%	-1%	-13%	3%	i	0.8%	-1%	-15%
COc1ccccc1OCCC(=O)OCC(=O)Nc1ccc(Br)cc1	-11%	1%	9%	-3%	3%	?	0.4%	11%	5%
O=C(NNC(=O)C1CC1)Nc1ccc(Cl)cc1	6%	-14%	1%	6%	4%	i	-0.7%	-1%	-2%
Cc1ccc(N2CC(C(=O)N(C)CC(=O)Nc3ccc(Cl)c(C(F)(F)F)c3)CC2=O)cc1 (configuration not stated)	-14%	-21%	?	-16%	-21%	i	-0.5%	?	-33%
Cc1cc(-c2nnc(CCC(=O)NCc3ccc(F)c(F)c3)o2)no1	1%[11.3 µM]	-9%	9%	0%	4%	i	2.7%	0%	2%
Cc1cccc[n+]1CC(=O)c1ccc([N+](=O)[O-])cc1	-11%	?	-3%	-1%	5%	?	2.5%	-30%[inhibitor]	-25%
Cc1nn(C(C)(C)C)c(OC(=O)c2ccc3c(c2)OCO3)c1Sc1ccccc1	-16%	?	?	-20%	-12%	i	-0.2%	8%	-30%

Random excerpt: 6 entries already listed.
SMILES	ATXN2 expr inh	TGFb SMAD3 inh	Nrf2 inh	A549 tox	EPAC2 antagonist	ATXN viability	Nrf2 ARE act	MCF10A rereplic	HepG2 tox
COc1ccccc1OCCC(=O)OCC(=O)Nc1ccc(Br)cc1	-11%	1%	9%	-3%	3%	?	0.4%	11%	5%
Cc1ccc(N2CC(C(=O)N(C)CC(=O)Nc3ccc(Cl)c(C(F)(F)F)c3)CC2=O)cc1 (configuration not stated)	-14%	-21%	?	-16%	-21%	i	-0.5%	?	-33%
Cc1cc(-c2nnc(CCC(=O)NCc3ccc(F)c(F)c3)o2)no1	1%[11.3 µM]	-9%	9%	0%	4%	i	2.7%	0%	2%
Cc1nn(C(C)(C)C)c(OC(=O)c2ccc3c(c2)OCO3)c1Sc1ccccc1	-16%	?	?	-20%	-12%	i	-0.2%	8%	-30%
O=C(Nn1c(O)c(C=C2N=c3ccccc3=N2)sc1=S)c1ccccc1Cl	4%	15%	nt	-2%	-2%	i	4.1%	-1%	-23%
O=C(NCc1cccc(C(F)(F)F)c1)c1cc(Cl)ccc1Cl	nt	?	-29%	19%	-8%[57.1 µM]	i	-0.3%	1%	-27%

As entered above.
Value of COc1ccc(N/C=C/C(=C(C#N)C#N)N(C)C)cc1 in EPAC2 antagonist: 3%
Value of Cc1ccc(N2CC(C(=O)N(C)CC(=O)Nc3ccc(Cl)c(C(F)(F)F)c3)CC2=O)cc1 (configuration not stated) in EPAC2 antagonist: -21%

New compounds follow
SMILES	ATXN2 expr inh	TGFb SMAD3 inh	Nrf2 inh	A549 tox	EPAC2 antagonist	ATXN viability	Nrf2 ARE act	MCF10A rereplic	HepG2 tox
CCCSc1nnc(CSc2nc3ccccc3s2)n1-c1ccccc1	-26%	?	?	-13%[1.84 µM]	-8%	i	4.9%	4%	-35%
Cc1cc(C(=O)COC(=O)c2cccnc2Cl)c(C)n1CC1CCCO1 (configuration not stated)	?	-1%	?	-1%	-8%	i	-2.2%	1%	-2%
Cc1ccc(-c2nn(C)c(=O)c3ccccc23)cc1CN1CCOCC1	10%	-4%	2%	2%	4%	i	3.1%	10%	-13%
CN(C)c1ccc(N2C(=NC(=O)C3CCCO3)SC3CS(=O)(=O)CC32)cc1 (configuration not stated)	12%	-2%	9%	4%	-2%	i	3.0%	2%	3%
CCOC(=O)Cn1cc(C(=O)c2ccco2)c2ccccc21	32µM*	-3%	nt	-3%	-8%	?	?	0%	-36%
COc1cc(C2C(C(=O)Nc3ccccc3)=C(C)Nc3nc(SCc4ccccc4F)nn32)cc(OC)c1OC (configuration not stated)	7%	1%	5%[9.27 µM]	18%	nt	i	-0.4%	nt	-9%
Cc1ccc2nc(NC(=O)CCNS(=O)(=O)c3cccs3)sc2c1	-28%	-3%	-11%	-8%	0%	?	1.8%	?	-12%
Cc1cc(C)cc(-n2c(SCC(=O)NC3CCCCC3)nc3c([nH]c4ccccc43)c2=O)c1	2%	2%	nt	-3%	nt	i	6.8%	nt	-8%
O=C(Nc1nc2ccccc2[nH]1)c1ccc(OC(F)F)cc1	-31%	0%	?	-4%	2%	i	-0.2%	-19%	-46%
CC1(C)CC(=O)C2=C(C1)N(N1CCOCC1)C(N)=C(C#N)C2c1cccs1 (configuration not stated)	9%	8%	-2%	-4%	21%	i	-0.2%	10%	31%
O=C(N=C1SC2CS(=O)(=O)CC2N1c1ccccc1)C1CCCCC1 (configuration not stated)	3%	35%[activator]	4%	1%	-2%	i	-1.6%	6%	-3%

These rows are one share of the data. The share of hits here may be higher or lower than overall.
